VIM-2 inhibitor = inhibitors of Pseudomonas aeruginosa VIM-2 metallo-beta-lactamase; actives 0.89% (n = 290,000); purified VIM-2, nitrocefin hydrolysis, epi-absorbance fluorescence; inhibition, % at 5.6 µM; AID 1527;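 active = inhibition above the mean of all tested compounds plus 3 SD, cutoff set per screening run, cut at about 7.5% in these data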;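 note: red hydrolysis product quenches plate fluorescence so inhibitors raise well fluorescence; 0% = enzyme with DMSO and 100% = DMSO without enzyme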
SUMO HTRF inh = blocks human SUMOylation mediated by UBC9; P63279; HTRF SUMOylation assay, SAE1/SAE2 + UBC9, in vitro; inhibition, % at 35 µM; actives 0.36% (n = 290,000); in the data active = inhibition above about 50%, passing the limit was not always enough; note: strong numbers were not always called active
Target sequence (P63279 whole entry, looked up): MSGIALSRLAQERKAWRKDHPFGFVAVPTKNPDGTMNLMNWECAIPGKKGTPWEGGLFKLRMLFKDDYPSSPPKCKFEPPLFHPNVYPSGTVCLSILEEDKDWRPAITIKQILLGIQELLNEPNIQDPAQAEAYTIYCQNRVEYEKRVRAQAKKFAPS
FID counter = counter-screen for HCV NS3 helicase inhibitors: DNA intercalator displacement; DNA fluorescent intercalator displacement, fluorescence; inhibition, % at 7.9 µM; actives 0.17% (n = 290,000); in the data active = inhibition above about 37%;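 note: 0% = vehicle and 100% = reference compound; higher means more ethidium bromide displaced from hairpin DNA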
MEKK2mut PB1 HTS = signal of MEK5 binding to mutant human MEKK2 PB1 domain; bead flow cytometry, Alexa488-MEK5 binding to MEKK2 mutant; percent response, % at 10 µM; actives 0.35% (n = 290,000); in the data active = percent response above about 24%, passing the limit was not always enough; note: inactives centre near 1; some results filed as inactive read as strong as hits
HCV NS3 hel inh = blocks Hepatitis C virus NS3 helicase unwinding; inhibition, % at 10.9 µM; NS3 helicase DNA unwinding, Cy5 molecular beacon fluorescence; actives 0.56% (n = 290,000);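 active = inhibition above the mean of all tested compounds plus 3 SD, set per campaign, cut at about 35% in these data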;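 note: 0% = DMSO wells and 100% = thioflavine S control wells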
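assay system = NS3 helicase fragment of HCV | buffer or medium = MOPS pH 6.5, MgCl2, DTT, Tween20, BSA | timing = 60 min unwinding reaction at 25 °C after ATP addition | signal = Cy5 beacon fluorescence read at start and 1 h | read-out basis = % inhibition of unwinding | control set = low DMSO, high thioflavine S at 110 µM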
NALP1 yeast inh = inhibitors of NALP1 inflammasome in yeast. S. cerevisiae NALP1/ASC/caspase-1 growth, X-gal OD620, 72 h. inhibition, % at 10 µM. actives 0.61% (n = 280,000). AID 2071; in the data active = inhibition mostly above about 24%, no sharp cut-off; inactive = mostly below about 32%; note: some compounds called inactive have numbers as strong as hits
MEKK2 WT-MEK5 = raises or lowers MEK5 binding to wildtype human MEKK2 PB1 domain; bead flow cytometry, Alexa488-MEK5 binding to MEKK2 WT; actives lie on both sides; binding response (% of control), % at 10 µM; actives 1.1% (n = 290,000); AID 1531; in the data active = binding response below about 67% or above about 130%
M18AAP inhibitor = blocks P. falciparum M18 aspartyl aminopeptidase; recombinant PfM18AAP, H-Glu-NHMec fluorogenic cleavage; inhibition, % at 7.35 µM; actives 1.2% (n = 290,000);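 active = inhibition above the campaign mean inhibition over all tested compounds plus 3 SD, cut at about 28% in these data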;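 note: 0% = plate median of test compound wells and 100% = 2 mM ZnCl2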
IMP-1 inhibitor = blocks Pseudomonas aeruginosa IMP-1 metallo-beta-lactamase. actives 0.45% (n = 290,000). inhibition, % at 5.6 µM. purified IMP-1, nitrocefin hydrolysis, epi-absorbance fluorescence. AID 1556;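 active = inhibition above the mean plus 3 SD of all compounds in the same screening run, cut at about 4.5% in these data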;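 note: 0% = IMP-1 with DMSO and 100% = DMSO wells lacking enzyme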
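System: purified recombinant IMP-1 beta-lactamase. Medium: Zinc- and detergent-supplemented HEPES buffer, pH 7.1. Compound: one 5.6 µM dose […]. Schedule: 15 min preincubation plus 25 min reaction at 25 °C. Technique: Epi-absorbance fluorescence, 480 nm excitation, 530 nm emission.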
An asterisk follows results filed as active; / = not tested or not shown.

Order of results – VIM-2 inhibitor	SUMO HTRF inh	FID counter	MEKK2mut PB1 HTS	HCV NS3 hel inh	NALP1 yeast inh	MEKK2 WT-MEK5	M18AAP inhibitor	IMP-1 inhibitor
- COc1cccc(/C(O)=C/C(=O)C(=O)Nc2ccc(S(=O)(=O)NC(C)=O)cc2)c1
  1.6	-7	-13	-4	6	14	94	1	-1.2
- COc1cccc(CN(C)Cc2nc(Cc3ccccc3Cl)no2)c1
  -2.9	16	-20	4	-6	-12	101	-9	-3.0
- CCN(CC)C(=O)N1CCc2ccccc21
  -1.0	11	-2	-3	-1	5	102	-14	-1.6
- Cc1ccc(NC(=O)CCN2C(=O)c3ccccc3C2=O)cc1C
  -4.2	7	-18	2	-1	-6	100	5	-1.3
- Cc1nn(Cc2c(F)c(F)c(F)c(F)c2F)c(C)c1NC(=O)c1c(-c2ccccc2)nn(-c2ccccc2)c1C
  -2.6	6	-8	6	18	3	99	5	-2.3
- Cc1ccc(O)c(NC(=O)c2ccc3c(c2)C(=O)N(Cc2ccco2)C3=O)c1
  -0.7	21	-7	-13	-1	22	83	-14	0.3
- CC1(C)Cc2c(C#N)c(SCCOc3ccccc3)nc(N3CCOCC3)c2CO1
  -1.5	-2	-2	-3	4	11	101	0	1.3
- Cc1cccc(C)c1NC(=O)COc1cccc(/C=N/NC(=O)C(=O)NCc2ccccc2)c1
  -0.6	10	3	-3	-6	4	93	1	-1.9
- COc1ccc(OC)c(NC(=O)CCCC(=O)NC2CCCCC2)c1
  -2.1	0	-18	4	2	3	110	-1	-4.0
- COc1cc(CC(NC(C)=O)C(=O)NC2CCN(C(=O)Nc3ccccc3C)CC2)cc(OC)c1 (centres undefined)
  -3.7	2	-25	9	21	11	108	3	-1.7
- CCOC(=S)SCC(=O)Nc1nc(C)c(C)s1
  -2.2	-22	-2	-3	-8	/	103	-1	-1.1
- COc1ccc(S(=O)(=O)N2CCOCC2)cc1NC(=O)Cc1c(Cl)cccc1Cl
  -1.1	0	-4	-1	-6	27	101	-5	-1.0
- CC(=O)c1cnc2nc(SCc3cccc(C)c3)nn2c1C
  2.3	2	-23	4	-3	8	103	-6	-0.5
- O=C(NCc1ccccc1)C1CCC(=O)N(CC2CCCCC2)C1 (centres undefined)
  -1.5	/	-25	0	-3	23	97	-3	-2.2
- CCN(CC)c1ccc(N=Cc2c(C)[nH]c3ccccc23)cc1
  -5.0	-27	3	-1	38*	36	99	26	-2.9
- CCCSc1nc2c(cnn2-c2ccc(C)c(C)c2)c(=O)[nH]1
  -1.3	-3	0	7	-2	12	104	2	-3.0
- O=C1C(=O)N(Cc2ccccc2)C(=O)N1CCN1C(=O)c2ccccc2C1=O
  -1.4	-2	-9	-3	-10	2	98	22	-1.8
- O=C(NC(=O)c1ccccc1)Nc1cccc(S(=O)(=O)N2CCCCC2)c1
  -3.0	-3	-8	6	6	11	109	0	-1.9
- c1ccc(-n2nnnc2SCCCSc2nc3ccccc3s2)cc1
  -2.1	1	-13	4	-7	-7	102	3	-3.3
- COc1ccc(/C=N/NC(=S)Nc2ccccc2)cc1
  -0.8	0	-11	-5	-19	1	95	31*	-1.3
- COc1cccc(C(=O)CC(=O)C(=O)Nc2cc(OC)ccc2OC)c1
  -3.8	-3	-16	6	30	6	106	6	-4.2
- CCN(CC)c1ccc(C(=O)OCC(=O)Nc2ccc3[nH]c(=O)[nH]c3c2)cc1
  0.7	17	-21	-11	-20	20	88	-4	-0.6
- CN(c1ccc(C(=O)Nc2ccccc2C(=O)N2CCCC2)cc1)S(C)(=O)=O
  -2.0	-2	-12	-1	3	12	99	-9	-1.0
- CCOc1ccccc1CNC(=O)CCCC(=O)n1nc(C)c2ccccc21
  -1.2	-11	-32	2	2	23	105	7	0.1
- COc1ccccc1C(=O)NCC(=O)Nc1ccccc1
  -3.2	5	1	-1	2	9	101	-6	-1.4
- CCC(=O)N(Cc1cc2ccc(C)cc2[nH]c1=O)c1ccccc1OC
  -1.2	2	-31	2	-4	5	106	2	-0.4
- O=[N+]([O-])c1cc(S(=O)(=O)N2CCCC2)ccc1N/N=C/c1ccccn1
  -1.9	2	-1	-2	2	38	93	-1	-3.7
- CCOC(=O)N1CCN(CC(O)COc2ccccc2C(C)C)CC1 (centres undefined)
  0.7	-14	-7	3	2	15	103	-9	-1.9
- CCCC12CN3CC(C)(CN(C1)C31C(=O)Nc3ccc(C)cc31)C2=O (centres undefined)
  0.0	11	-2	1	-6	-13	98	2	-0.2
- O=C(C1CCN(S(=O)(=O)N2CCC3(CC2)OCCO3)CC1)N1CCc2ccccc2C1
  -1.7	12	-33	/	1	-4	/	10	-5.7

Complete entries, quoted from the list. Order of screens: VIM-2 inhibitor, SUMO HTRF inh, FID counter, MEKK2mut PB1 HTS, HCV NS3 hel inh, NALP1 yeast inh, MEKK2 WT-MEK5, M18AAP inhibitor, IMP-1 inhibitor
`COc1ccc(/C=N/NC(=S)Nc2ccccc2)cc1` as listed: -0.8, 0, -11, -5, -19, 1, 95, 31*, -1.3
`COc1cc(CC(NC(C)=O)C(=O)NC2CCN(C(=O)Nc3ccccc3C)CC2)cc(OC)c1` (centres undefined) as listed: -3.7, 2, -25, 9, 21, 11, 108, 3, -1.7
`O=C1C(=O)N(Cc2ccccc2)C(=O)N1CCN1C(=O)c2ccccc2C1=O` as listed: -1.4, -2, -9, -3, -10, 2, 98, 22, -1.8

Following part:
Order of results – VIM-2 inhibitor	SUMO HTRF inh	FID counter	MEKK2mut PB1 HTS	HCV NS3 hel inh	NALP1 yeast inh	MEKK2 WT-MEK5	M18AAP inhibitor	IMP-1 inhibitor
- COc1ccc([N+](=O)[O-])cc1N(CC(=O)Nc1ccccc1C(=O)N1CCCC1)S(C)(=O)=O
  -2.3	-3	-12	9	5	-6	112	12	-2.6
- Cc1ccc(S(=O)(=O)N2CCN(C(=O)CCC(=O)NCc3ccc(F)cc3)CC2)cc1
  -0.4	8	-22	-2	-10	8	97	-4	-1.6
- Cc1cc(C)n(Cc2n[nH]c(=S)n2Cc2ccccc2)n1
  2.3	36	-5	4	9	-22	105	13	-0.8
- CCCS(=O)(=O)Nc1cccc(-c2cn3c(n2)SCC3)c1
  -2.4	-12	-7	3	3	11	102	1	-3.2
- CCc1cccc(CC)c1NC(=S)Nc1ccccc1
  0.2	2	1	-12	0	-7	91	-11	-1.6
- COc1cccc(C(=O)NC2CCCN(C3Cc4ccccc4C3)C2)c1OC (centres undefined)
  -1.3	1	3	-8	6	21	99	4	-0.7
- CCCCCC(/C=N/Nc1ccc(S(=O)(=O)N2CCOCC2)cc1[N+](=O)[O-])=C\c1ccccc1
  -1.9	-4	0	-5	3	15	91	-15	-3.9
- O=C(Nc1ccc2c(c1)OCCO2)c1cncc(Br)c1
  -0.4	14	-2	3	-12	11	102	-13	-1.5
- Cc1nn(C)c(C)c1NC(=O)c1ccc(Br)o1
  -1.1	17	-7	-9	-2	-4	94	-11	-2.8
- COc1cccc(C2=NOC(C(=O)NCc3ccco3)C2)c1 (centres undefined)
  -2.4	25	-4	/	4	11	/	-22	1.1
- COc1ccccc1Nc1nc(NCC(C)C)nc(N)c1[N+](=O)[O-]
  -2.0	-13	-1	-2	-34	-22	95	5	-1.9
- CCOC(=O)c1[nH]c2ccc(OC)cc2c1NC(=O)N1CCOCC1
  0.3	24	-4	-15	6	12	91	4	0.0
- O=C(c1ccccc1)c1cc([N+](=O)[O-])ccc1N1CCCC1
  -1.2	-10	2	-1	-8	32	103	-11	0.6
- Cc1cc2ncn(-c3ncccc3[N+](=O)[O-])c2cc1C
  -0.9	12	-10	1	13	15	97	16	-1.7
- CCN(CC)S(=O)(=O)c1ccc(C)c(C)c1
  -3.9	15	0	4	6	1	104	-6	-0.9
- Cc1cccc(C)c1NC(=S)N(Cc1ccccc1)Cc1cccnc1
  -2.6	-11	-11	-4	8	-10	95	-14	-1.6
- COC(=O)c1cc(=O)nc2sccn12
  -6.2	39	-3	4	7	11	106	-3	-3.9
- CCCCCOC(=O)CCN1C(=O)/C(=C2\SC(=S)N(CCC(=O)OCCCCC)C2=O)SC1=S
  -1.2	-6	0	-29	4	9	62	0	0.5
- CC(=O)Oc1ccc(OC(C)=O)c2c1CC(C)=C(C)C2
  -1.8	9	-27	7	8	7	115	-4	-3.6
- CSc1ccc(CN2CCN(C(=O)CC(C)C)CC2)cc1
  -0.8	8	-13	3	-5	6	105	-2	-5.6
- COc1cccc2c1OCC(C(=O)Nc1nccs1)=C2
  -2.1	33	-13	11	13	-10	106	10	-2.8
- COc1ccc(-c2nc(NCCCN(C)C)c3ccccc3n2)cc1
  7.1	-7	79*	5	28	11	113	4	-3.9
- O=C(c1cc2ccccc2oc1=O)N1CCCC1
  -2.3	3	1	7	-4	11	113	-8	0.6
- COc1ccc2c(c1)[nH]c1c(=O)n(CCCN3CCOCC3)cnc12
  -4.6	-1	8	-2	-1	12	103	1	-3.3
- Cc1ccc(NC(=O)c2cc(N3C(=O)C4CC=CCC4C3=O)ccc2N2CCOCC2)cc1Cl (centres undefined)
  -1.3	8	-6	-4	-11	-1	91	-10	-1.5
- O=C(c1ccccc1)c1ccc(COC(=O)c2cnccn2)cc1
  -2.4	17	-14	1	-3	-5	105	-2	-1.4
- Cc1ccc(C(=O)NNC(=O)c2ccccc2-n2cccc2)cc1
  -2.1	-10	2	-1	-3	-4	97	5	-4.5
- O=C(N[C@@H](Cc1c[nH]c2ccccc12)C(=O)O)c1ccc(Cl)cc1
  -0.5	0	-16	-1	-8	7	100	0	-1.6
- CN(CC(=O)Nc1ccc(N2CCOCC2)cc1)CC(=O)Nc1ccccc1C#N
  -3.3	-24	-10	31	-4	32	118	-2	-4.7
- Cc1ccc(NC(=O)CC2C(=O)NCCN2C(=S)Nc2ccccc2)c(C)c1 (centres undefined)
  -3.9	4	-1	25	-2	26	119	2	-5.3
- CCOC(=O)c1sc(NC(=O)c2ccoc2C)c(C(N)=O)c1C
  8.0*	1	-37	9	21	11	112	-9	-0.4
- COc1cc(/C(C)=N/N2CCN(c3ccccc3OC)CC2)ccc1O
  -1.1	-7	-22	5	3	6	101	15	-3.9
- CCOC(=O)c1c(-c2ccccc2)nnn1-c1nc(OCC)nc(N2CCCCC2)n1
  -0.5	10	-9	8	1	45	103	-2	-1.9
- CCOC(=O)C(=O)Nc1ccc(F)cc1
  -3.4	-2	0	-1	6	17	90	6	0.2
- COc1ccc(C)cc1NC(=O)CN1C(=O)CSc2ccc(S(=O)(=O)N3CCCC3)cc21
  -6.2	/	-44	2	-6	5	103	6	-2.9
- O=C(COc1ccc(F)cc1)NCC1CCCO1 (centres undefined)
  0.8	7	6	-5	18	10	77	-8	0.6
- CCCNC(=O)CCn1nc(-c2ccc(C)cc2)c2ccccc2c1=O
  -0.3	6	-34	11	-3	-9	103	1	-2.9
- Cc1ccccc1S(=O)(=O)Cc1ccc(C(=O)N2CCN(c3cccc(C)c3C)CC2)o1
  -1.6	-14	-23	3	-2	41	100	2	-3.0
- O=C(CSc1ncn[nH]1)N(C1CCCCC1)C1CCCCC1
  -0.4	13	-25	-3	-2	5	102	-2	-2.1
- C/C(=N/OC(=O)c1ccc(Cl)cc1Cl)c1oc(C)nc1C
  -3.1	-5	-17	6	-7	5	99	0	-0.4
